# Screening data from PubChem.
# Pf gamet viab: inhibitors of late stage P. falciparum gametocyte viability. P. falciparum stage V gametocytes, ATP luminescence, 24 h. inhibition, % at 10.9 µM. actives 0.065% (n = 150,000);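 active means inhibition above the mean plus 3 SD of compounds within the control limits, set per campaign, cut at about 38% in these data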;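 further: 0% = DMSO wells and 100% = medium only without gametocytes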
# * marks the source's active call; other numbers are inactive results.
SMILES,Pf gamet viab
COc1cccc(NC(=O)c2cc3ccccc3oc2=O)c1,3
Cc1ccc(CN2CC(=O)N3[C@H]4c5cc(C)ccc5OC[C@@H]4[C@H](c4ccccc4)[C@]3(C)C2=O)cc1,3
c1ccc(OCCN2CCN(C(c3ccccc3)c3ccccc3)CC2)cc1,0
CC(NC(=O)C1CCC(C)(C(=O)O)C1(C)C)c1ccccc1 (stereo unspecified),-2
N#Cc1cnc(SCC(=O)N2CCCCC2)nc1N,9
CCOc1cc(C(=S)N2CCOCC2)ccc1OS(=O)(=O)c1ccc(Br)cc1,-14
CCOC(=O)[C@@H]1[C@H]2COc3cc(OC)ccc3[C@@H]2N2C(=O)N(c3ccc(Cl)cc3)C(=O)[C@@]12C,-9
CN1CCC(=O)N([C@H](CC#N)c2ccccc2)CC1,19
C=CCNc1nc2c(c(=O)[nH]c(=O)n2C)n1CCCc1ccccc1,-16
NC(=O)CC(NC(=O)Cc1cccc2ccccc12)c1ccc(N2CCCCCC2)c([N+](=O)[O-])c1 (stereo unspecified),-29
CC(=O)N1[C@H](C)C=C[C@]1(Cc1ccccc1)C(=O)NCCN1CCOCC1,-4
C=CCn1c(=O)c(C(=O)Nc2ncccc2O)c(O)c2ccccc21,14
COc1ccc(OCCCCn2c(CO)nc3ccccc32)cc1,9
CN(C)S(=O)(=O)c1ccc(/C(O)=C2/C(=O)C(=O)N(CCCN3CCOCC3)C2c2ccncc2)cc1 (stereo unspecified),10
CC(/C=N\NC(=O)c1cccnc1)c1ccccc1 (stereo unspecified),6
Nc1nc(Cl)cc(=O)n1Cc1ccc(Cl)cc1,-6
COc1ccc(Br)cc1S(=O)(=O)Nc1ccc(Cl)cn1,-12
CCc1nc(SCC(=O)N2CCc3ccccc32)c2oc3ccccc3c2n1,0
Brc1ccc(N=NNc2ccccc2)cc1,-3
CC1(C)ON(C2CCCCC2)[C@H]2c3nc4ccccc4n3C[C@H]21,13
CC(C)(C)OC(=O)NC(Cc1ccccc1)C(=O)NC(CSC1CCCCO1)C(=O)NN (stereo unspecified),-3
CC1=NN(C(N)=S)C(=O)C1N=Nc1ccccc1O (stereo unspecified),-23
Cc1nnc(SCC(=O)NC(C)(C)C)n1NCc1cccc(Br)c1,12
C=CCSc1nnc2c(n1)-c1cccc3cccc-2c13,-7

# Already shown: 5 of the compounds above.
SMILES,Pf gamet viab
CC1(C)ON(C2CCCCC2)[C@H]2c3nc4ccccc4n3C[C@H]21,13
CC(C)(C)OC(=O)NC(Cc1ccccc1)C(=O)NC(CSC1CCCCO1)C(=O)NN (stereo unspecified),-3
CC1=NN(C(N)=S)C(=O)C1N=Nc1ccccc1O (stereo unspecified),-23
Cc1nnc(SCC(=O)NC(C)(C)C)n1NCc1cccc(Br)c1,12
C=CCSc1nnc2c(n1)-c1cccc3cccc-2c13,-7

# Other records.
SMILES,Pf gamet viab
CCC(C)[C@H]1CNCCN1CCCc1cc(OC)c(OC)c(OC)c1 (stereo partly specified),-14
O[C@@H]1Cc2ccccc2O[C@H]1c1ccccc1,-31
NS(=O)(=O)c1cnccc1Nc1cccc(Br)c1,6
N#C/C(=C\c1c[nH]c2ccccc12)C(=O)NC1CCCC1,-32
Cn1c2ccccc2c(=O)c2ccc(F)cc21,-24
CSCCC(=O)N1CCCC(N(C)CCc2ccccc2)C1 (stereo unspecified),-12
COc1ccc(OCC(O)CN2CC(C)OC(C)C2)cc1 (stereo unspecified),-15
COC(=O)[C@@]12CCCN1[C@H](c1ccc(-c3ccccc3)cc1)[C@@H]1C(=O)N(C)C(=O)[C@@H]12,2
COc1ccc(-c2cc(-c3ccccc3)c(C#N)c(SCC(=O)O)n2)cc1,-5
COc1ccc(-c2nnc(OC)c3ccccc23)cc1,-8
Cc1c(Cl)cccc1NC(=S)NC(=O)c1cncc(Br)c1,5
COC(=O)[C@@]12CCCN1[C@H](c1ccc(-c3cccc(Cl)c3)cc1)[C@H]1C(=O)N(C)C(=O)[C@H]12,7
COc1cc(SC)ccc1C(=O)N1CCN(Cc2ccc3c(c2)OCO3)CC1,-9
CN(C)c1ccc(C(=O)N(Cc2ccccc2)Cc2ccccc2)cc1,-18
COc1ccc2sc(-c3ccc(S(C)(=O)=O)cc3)c(-c3ccc(SC)cc3)c2c1,25
COC(=O)c1ccc(N2CCN(CC(=O)c3ccc(C)cc3)CC2)c([N+](=O)[O-])c1,7
O=[N+]([O-])c1ccc(N/N=C/c2cccs2)nc1,-31
Cc1nnc(SCC(=O)Nc2cc(C(F)(F)F)ccc2Cl)n1C,-3
CCNC(=S)N1CCN(c2nc(-c3cccc(OC)c3)cs2)CC1,-3
COc1ccc(CN2C[C@H](Cc3ccccc3)[C@@H](CC(=O)Nc3ccccc3)C2=O)cc1,-21
CN(C)CCC(Oc1ccccc1OCc1ccccc1)c1ccccc1 (stereo unspecified),-16
CCN(CC)C(=O)C1CCCN(C/C=C/c2ccccc2[N+](=O)[O-])C1 (stereo unspecified),-34
O=C(O)CN1C(=O)C2(OCCO2)c2cc(Br)ccc21,-15
CCOc1ccc(C(=O)Nc2ccc(NC(=O)c3ccccc3)c(C)c2)cc1[N+](=O)[O-],-5
O=C(c1ccccc1)N1CCN(CC(O)COc2ccc(Br)cc2)CC1 (stereo unspecified),-25
CCOCCCNC(=S)N(CCO)Cc1cc2cc3c(cc2[nH]c1=O)OCCO3,0
Nc1ccc(-c2nc3c(ccc4ccccc43)[nH]2)cc1,4
O=C(OCc1ccccc1F)c1cc2ccccc2cc1O,-9
COc1cc(/C=N/NC(=O)c2cc(-c3ccccc3)nc3ccccc23)cc(OC)c1O,-4
O=C(C[C@H]1C/C=C\C[C@H](NC(=O)OCC2c3ccccc3-c3ccccc32)C(=O)OC[C@@H]2CCCN2C1=O)NCCO,13
Cc1cc(C)nc(SCC(=O)Nc2sc3c(c2C#N)CCC(C)C3)n1 (stereo unspecified),-11
Nc1ccc(-c2cc3ccccc3oc2=O)cc1,-7
CN(c1ccccc1C(=O)Nc1ccc2ccccc2c1)S(C)(=O)=O,-18
O=C(c1ccc(Cl)cc1Cl)N1CCN(c2ccccn2)CC1,-4
CC(=O)c1cccc(NC(=S)NC(=O)Cc2ccc(Cl)cc2)c1,19
CCc1ccc2cccc3c2c1N=CN3C,-1
O=C1CCC[C@@H]2Cc3[nH]c4c(Cl)ccc(Cl)c4c3[C@@H]3CCN1[C@H]23,9
O=C1CCC[C@@H]2C[C@@]3(C[C@@H]4CCN1[C@H]24)Nc1cc([N+](=O)[O-])ccc1NC3=NC1CCCCC1,12
CCOc1ccc(CN2CCN(CCCc3ccccc3)CC2CCO)cc1 (stereo unspecified),8
Cc1cccc(NC(=O)c2cccc(NC(=O)c3ccco3)c2)c1,8
COC(C(=O)Nc1ccc(F)c(F)c1)c1ccccc1 (stereo unspecified),5
COc1ccc(-c2csc(N3CCC(C(N)=O)CC3)n2)cc1,18
O=C(NC1CCCCC1)c1ccc(-c2ccccc2)cc1,14
CCOc1nc(Nc2ccccc2F)nc(OCC)n1,-5
COC(=O)[C@@]12CCCCN1[C@H](c1ccc(-c3ccc(F)cc3)c(OC)c1)[C@H]1C(=O)N(C)C(=O)[C@H]12,-22
CCN1C(=S)N[C@@H](CCc2ccccc2)[C@H](C(=O)OC)[C@H]1C,12
Cc1nc([N+](=O)[O-])cn1CC(=O)Nc1ccc([N+](=O)[O-])cc1,2
COc1cc2c(cc1CN1CCN(C(=O)c3cc(OC)c(OC)c(OC)c3)CC1)OCO2,6

# Some of the entries so far, with tabs.
SMILES	Pf gamet viab
O=C1CCC[C@@H]2C[C@@]3(C[C@@H]4CCN1[C@H]24)Nc1cc([N+](=O)[O-])ccc1NC3=NC1CCCCC1	12
CCOc1ccc(CN2CCN(CCCc3ccccc3)CC2CCO)cc1 (stereo unspecified)	8
Cc1cccc(NC(=O)c2cccc(NC(=O)c3ccco3)c2)c1	8

# Further entries:
SMILES,Pf gamet viab
COc1ccc2c(c1)O[C@@]1(CCCC[C@@H]1C)CC2=O,-1
CCOC(=O)[C@H]1[C@H]2COc3ccc(Cl)cc3[C@@H]2N2C(=O)c3ccccc3NC(=O)[C@@]12C,20
Cc1c(Cl)cccc1NC(=O)c1ccccc1-c1ccccc1C(=O)O,-10
Cc1ccc(-c2csc3nc(=O)c(C)nn23)cc1,2
C=C1CC2C(=O)N(Cc3cc(OC)ccc3OC)C(C(=O)OCC)(C(=O)OCC)C1N2C(=O)OC(C)(C)C (stereo unspecified),-15
O=[N+]([O-])c1cc(CS(=O)(=O)Oc2ccc(Cl)cc2)c(O)c([N+](=O)[O-])c1,-14
C=CCC[C@@H](Cc1ccc(F)cc1)C(=O)OC[C@@H](Cc1c[nH]c2ccccc12)NC(=O)[C@H](CC=C)CC(=O)N(CCO)Cc1ccccc1,8
COc1ccccc1CNC(=O)CNCCc1ccc(OC)c(OC)c1,-10
CC(=O)N1c2ccccc2CCc2ccc(N)cc21,14
CCCCCCCCN1[C@@H](CC(=O)OCC)c2cc(C(F)(F)F)ccc2S1(=O)=O,3
C/C(=N\NC(N)=O)C1CC(Cc2ccccc2)C(=O)O1 (stereo unspecified),10
CC(C)NC(=O)Nc1ccc2c(c1)C(=O)N([C@H](C)CO)C[C@H](C)[C@@H](CN(C)S(=O)(=O)c1cccs1)O2,11
Cc1cccc(Nc2nc(C)cc(C)n2)c1,13
O=C(O)/C=C/C(=O)Nc1nc(-c2ccc3ccccc3c2)cs1,-20
Cc1cc(C)cc(C(=O)NCc2ccc3c(c2)OCO3)c1,7
Cc1ccc(Sc2ncccc2O)cc1,14
C#CCOCCOCCOCCNc1nc(N2CCN(C(=O)[C@H]([C@@H](C)CC)n3cc(CCCN=C(N)N)nn3)CC2)nc(N2CCN(C(=O)[C@H]([C@@H](C)CC)n3cc(CCC(=O)O)nn3)CC2)n1,-33
COc1ccc(C(=O)Nc2ccc(S(=O)(=O)N3CCN(C)CC3)cc2)cc1[N+](=O)[O-],5
C=CCN1C(=O)N(c2ccccc2)C(=O)C1CC(=O)Nc1ccc(OC)cc1 (stereo unspecified),-1
CCC1COCCS(=O)(=O)N1Cc1ccc(F)cc1 (stereo unspecified),22
CN(C(=O)c1ccc(N2CCOCC2)c([N+](=O)[O-])c1)C1CCCCC1,-8
COc1cc(OC)c(NC(=O)Cc2cccs2)cc1Cl,1
CN1CCN(C(=O)c2ccc(Cl)cc2)CC1,12
Cc1ccc(S(=O)(=O)NCCCn2ccnc2)cc1C(=O)NC(C)C,2
CCOC(=O)[C@H]1[C@H]2COc3cc(OC)ccc3[C@@H]2N2C(=O)c3cc(OC)ccc3NC(=O)[C@@]12C,-14
COc1ccc(S(=O)(=O)N2CN3CCN(C3)C2)cc1,1
CC(C)(C)NC(=O)COc1ccc(S(=O)(=O)N2CCCC2)cc1,7
Fc1ccc(NC(=S)N2CCc3ccccc32)cc1,-6
O=C(Nc1ccc(N2CCCC2)cc1)c1ccccc1[N+](=O)[O-],1
CCOc1ccc(S(=O)(=O)N2CCN(C(=O)c3ccco3)CC2)cc1,12
COc1cccc(C(=O)Nc2cccc(-c3ccccc3)c2)c1,6
O=C(NCc1ccccc1)c1cccnc1,1
Cc1ccc(NC(=O)C(=O)c2c[nH]c3ccccc23)cc1,-4
COc1ccc([C@@H]2CC=C(C(=O)O)CN2S(=O)(=O)c2ccc(C)cc2)cc1OC,-29
O=C1C2CCCCN2C(=O)N1CCCCN1CCN(c2cccc(Br)c2)CC1 (stereo unspecified),10
Cc1cccc(C)c1NC(=O)c1cnn(-c2ccccc2)c1C,2

# Next section (two carried over from the part before).
SMILES,Pf gamet viab
O=C1C2CCCCN2C(=O)N1CCCCN1CCN(c2cccc(Br)c2)CC1 (stereo unspecified),10
Cc1cccc(C)c1NC(=O)c1cnn(-c2ccccc2)c1C,2
Cc1cccc(OCCCC(=O)NC2CCCCC2)c1,12
CCc1cc2c(Nc3ccccc3O)nc(C)nc2s1,22
COc1ccccc1N1C(=O)CC(c2ccccc2)CC1=O,-8
CC1CN(C(=O)c2cc(F)c(F)cc2Cl)CC(C)O1 (stereo unspecified),1
Cc1cc2c(cn1)C(CCC#N)(CCC#N)c1ccccc1-2,-8
Cc1cc(NC(=O)c2ccc(C(C)(C)C)cc2)no1,1
Cc1ccc(-n2c(C)cc(C=C3C(=O)N(C)C(=O)N(C)C3=O)c2C)cc1,9
COc1ccc(Br)cc1C1Nc2cccc3cccc(c23)N1,-2
Cc1noc(C)c1NC(=O)Nc1ccc2c(c1)CC(=O)N([C@H](C)CO)C[C@@H](C)[C@H](CN(C)CC1CCCCC1)O2,-18
O=C(NCCC1CCCC1)C1CCC(=O)N(CCCN2CCCC2=O)C1 (stereo unspecified),10
CCc1nnc(NS(=O)(=O)c2ccc(NC(=O)CCC(=O)O)cc2)s1,12
Cc1cc(N2CCN(C)CC2)nc2ccc(NC(=O)CCC(=O)NCCC3=CCCCC3)cc12,-3

# A draw from above in order of heavy-atom count, low to high:
SMILES,Pf gamet viab
Cc1cc2c(cn1)C(CCC#N)(CCC#N)c1ccccc1-2,-8
O=C(NCCC1CCCC1)C1CCC(=O)N(CCCN2CCCC2=O)C1 (stereo unspecified),10
Cc1cc(N2CCN(C)CC2)nc2ccc(NC(=O)CCC(=O)NCCC3=CCCCC3)cc12,-3

# Other entries:
SMILES,Pf gamet viab
O=C(c1cc2cc3ccc(Cl)cc3nc2o1)N1CCN(Cc2ccc3c(c2)OCO3)CC1,12
O=C(C[C@@H]1C/C=C\C[C@H](Cc2ccc(F)cc2)C(=O)OC[C@@H](c2ccccc2)NC1=O)NCCO,5
C=C1CCN(c2ccc(C(=O)NCc3ccc(C)cc3)cc2[N+](=O)[O-])CC1,-6
O=C1N(Cc2ccccc2)c2ccccc2C12OCCO2,21
O=C(/C=C\N1CCOCC1)c1ccc(Br)cc1,8
O=C(O)C1=NN(c2ccccc2)C(=O)CC1,4
CCN1/C(=c2/s/c(=C3/C(=O)N(c4ccccc4)N=C3C)n(CC)c2=O)C=Cc2ccccc21,4
Cc1ccc(C)c(C(=O)CSc2nc(C)cc(=O)[nH]2)c1,20
Cc1cccc(-n2ncc3c2CCCC3NC(=O)CC(F)(F)F)c1C (stereo unspecified),-3

# This is a subset (hit frequency here may not be typical).
